Bioassay records from PubChem.
CHRM4 antagonist: CHRM4 antagonism in calcium assay | P08173 | CHO-hM4 cells, ACh EC80, Fluo-8 calcium fluorescence | inhibition, % at 3 µM | 360,000 tested, 0.73% active | AID 624125;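 active means inhibition above its plate's cutoff, the mean inhibition of sample wells plus 3 SD, cut at about 27% in these data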;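 further: 0% = acetylcholine EC80 with DMSO and 100% = DMSO without agonist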
Target sequence (P08173 whole entry, looked up): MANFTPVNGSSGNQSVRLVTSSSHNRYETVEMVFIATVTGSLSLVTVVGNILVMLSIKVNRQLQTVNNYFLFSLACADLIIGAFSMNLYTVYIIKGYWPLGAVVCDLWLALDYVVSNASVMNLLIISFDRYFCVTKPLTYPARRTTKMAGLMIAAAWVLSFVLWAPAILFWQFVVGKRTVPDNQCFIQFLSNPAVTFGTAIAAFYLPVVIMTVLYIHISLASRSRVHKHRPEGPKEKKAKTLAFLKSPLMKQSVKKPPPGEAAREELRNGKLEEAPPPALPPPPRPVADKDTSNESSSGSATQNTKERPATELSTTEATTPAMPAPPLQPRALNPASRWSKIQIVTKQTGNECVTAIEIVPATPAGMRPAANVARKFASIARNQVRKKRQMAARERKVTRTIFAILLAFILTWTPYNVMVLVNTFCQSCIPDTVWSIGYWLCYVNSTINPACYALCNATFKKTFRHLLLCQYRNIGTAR
M5 ag: agonists of human muscarinic M5 receptor (CHRM5); 360,000 tested, 0.19% active; CHO-K1 hM5 cells, Fluo-8 calcium fluorescence; 0% DMSO wells, 100% maximal acetylcholine response; activation, % at 3 µM;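 active means activation above the run's mean over test compounds plus 3 SD, cut at about 23% in these data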;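 further: signal is peak over basal fluorescence ratio across the kinetic read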
Target sequence (P08912 whole entry, looked up): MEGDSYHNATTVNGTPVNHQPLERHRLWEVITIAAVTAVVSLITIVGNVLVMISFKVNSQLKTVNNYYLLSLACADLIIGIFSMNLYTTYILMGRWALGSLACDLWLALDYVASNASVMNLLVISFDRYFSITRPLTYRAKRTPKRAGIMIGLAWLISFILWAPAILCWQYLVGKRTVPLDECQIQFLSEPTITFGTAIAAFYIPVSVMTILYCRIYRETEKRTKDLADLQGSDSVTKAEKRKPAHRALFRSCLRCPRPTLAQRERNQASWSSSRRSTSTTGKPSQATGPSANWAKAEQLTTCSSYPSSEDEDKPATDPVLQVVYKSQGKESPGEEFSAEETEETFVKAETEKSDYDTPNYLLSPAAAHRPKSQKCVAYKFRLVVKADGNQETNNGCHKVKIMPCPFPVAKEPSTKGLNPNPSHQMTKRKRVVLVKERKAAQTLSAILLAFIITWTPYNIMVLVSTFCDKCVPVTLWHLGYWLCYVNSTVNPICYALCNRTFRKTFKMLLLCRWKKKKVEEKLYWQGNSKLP
M5 antag: antagonists of human muscarinic M5 receptor (CHRM5); P08912; CHO-hM5 cells, Fluo-8 calcium fluorescence, ACh EC80; 360,000 tested, 0.59% active; inhibition, % at 3 µM;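 active means inhibition above a per-plate cutoff, the mean of that plate's test compounds plus 3 SD, cut at about 27% in these data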;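 further: 0% = acetylcholine EC80 with DMSO and 100% = DMSO without agonist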
CHO-K1 Ca antag: M1 antagonist counterscreen hit in parental CHO-K1 cells; ATP-induced calcium, Fluo-8 fluorescence; inhibition, % at 3 µM; 360,000 tested, 0.6% active;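 active means inhibition above a per-plate cutoff, the plate's mean sample inhibition plus 3 SD, cut at about 24% in these data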;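 further: 0% = DMSO plus EC80 ATP and 100% = DMSO alone without ATP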
CHRM4 agonist: CHRM4 agonism in calcium assay; CHO-K1 hM4/Gqi5, Fluo-8 calcium fluorescence; vehicle 0%, full acetylcholine response 100%; activation, % at 3 µM; AID 624127; P08173; 360,000 tested, 0.14% active;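 active means activation above the run mean over all test wells plus 3 SD, cut at about 32% in these data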;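 further: peak over basal fluorescence ratio per well then scaled between controls; 0% = DMSO wells and 100% = acetylcholine at EC100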
CHO-K1 Ca PAM: counter-screen for M1 PAMs: effect in parental CHO-K1 cells. ATP EC20, Fluo-8 calcium fluorescence; 0% at ATP EC20, 100% at ATP max. activation, % at 3 µM. 360,000 tested, 0.02% active. AID 602247;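 active means activation above the run cutoff, the mean activation of all test compounds plus 3 SD, cut at about 40% in these data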;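 further: peak over basal fluorescence ratio in a 140 s read after ATP addition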
M5 PAM: positive allosteric modulators of human muscarinic M5 receptor; P08912; AID 624038; 360,000 tested, 0.3% active; CHO-K1 hM5, Fluo-8 calcium, ACh EC20 PAM; 0% = ACh EC20, 100% = ACh EC100; activation, % at 3 µM;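 active means activation above the run cutoff, the mean activation of all test compounds plus 3 SD, cut at about 18% in these data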
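Probe or stimulus: acetylcholine, EC20 level; Assay system: human M5 receptor in CHO-K1 cells; Schedule: compound preincubation 140 s before EC20 acetylcholine addition; Technique: intracellular calcium via Fluo-8 fluorescence; Dosing: single-point, 3 µM nominal; Read-out basis: percent activation from peak-over-basal fluorescence ratio, scaled EC20-to-EC100 acetylcholine; Repeats: one well per compound, no replicates.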
CHO-K1 Ca ag: counter-screen for M1 agonists: effect in parental CHO-K1 cells; AID 602248; 360,000 tested, 0.48% active; activation, % at 3 µM; Fluo-8 calcium fluorescence; scaled to maximal ATP response, vehicle zero; in the data active means activation above about 15%;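 further: untransfected CHO-K1 host cells lacking M1 receptor as counterscreen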
CHRM4 PAM: potentiates acetylcholine response at human M4 receptor | 360,000 tested, 0.4% active | CHO-K1 hM4/Gqi5, Fluo-8 calcium fluorescence, ACh EC20; 0% = ACh EC20, 100% = maximal ACh | activation, % at 3 µM | P08173;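 active means activation above its plate's cutoff, the mean activation of sample wells plus 3 SD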; further: some results filed as inactive read as strong as hits
* marks the source's active call; other numbers are inactive results.

SMILES	CHRM4 antagonist	M5 ag	M5 antag	CHO-K1 Ca antag	CHRM4 agonist	CHO-K1 Ca PAM	M5 PAM	CHO-K1 Ca ag	CHRM4 PAM
Cn1c(=O)c2c(nc(NCC3CCCO3)n2C)n(C)c1=O (configuration not stated)	-7	1	-7	-16	2	0	3	-0.1	7
CCC1CN(C(=O)N2CCC(C(=O)NCCc3ccc(OC)c(OC)c3)CC2)c2ccccc2O1 (configuration not stated)	-21	1	-2	-16	21	1	-9	5.7	-9
O=C(NCc1ccccc1)/C(=C\c1ccccc1)NC(=O)c1ccco1	-9	-3	-9	-16	2	-6	4	0.8	2
Cc1ccc2c(c1)N(CC(=O)N1CCOCC1)C(=O)C(C)O2 (configuration not stated)	-24	-2	5	2	0	-14	-1	0.2	0
O=C(Nc1cccc(Cl)c1)c1ccc(S(=O)(=O)NCC2CCCO2)cc1 (configuration not stated)	-9	2	3	0	9	19	-4	5.2	0
O=C(NCc1ccc2c(c1)OCO2)c1ccc(CS(=O)(=O)Cc2cccc(Cl)c2)o1	-4	4	17	-5	8	17	-13	10	-7
C=CCOc1ccccc1/C=N/NC(=O)Cc1ccc(C)cc1	-10	-2	1	-17	-1	22	-1	0.2	4
CCN(C(=O)COC(=O)c1cc(OC)c(OC)cc1[N+](=O)[O-])C1CCS(=O)(=O)C1 (configuration not stated)	-6	-1	4	-9	1	-1	2	0.1	-2
COC(=O)Cn1ccc(-c2ccc(Cl)cc2)c(C#N)c1=O	3	2	10	-11	3	0	-5	0.3	1
O=C(CN1CCOCC1)N/N=C/c1ccc(-c2ccc(Br)cc2)o1	-8	-3	3	-7	2	11	3	0.4	8

Sorted by value in M5 PAM (ascending): 3 from the list above
mol	CHRM4 antagonist	M5 ag	M5 antag	CHRM4 agonist	M5 PAM	CHRM4 PAM
CCC1CN(C(=O)N2CCC(C(=O)NCCc3ccc(OC)c(OC)c3)CC2)c2ccccc2O1 (configuration not stated)	-21	1	-2	21	-9	-9
O=C(Nc1cccc(Cl)c1)c1ccc(S(=O)(=O)NCC2CCCO2)cc1 (configuration not stated)	-9	2	3	9	-4	0
O=C(CN1CCOCC1)N/N=C/c1ccc(-c2ccc(Br)cc2)o1	-8	-3	3	2	3	8

Remaining list, next part
SMILES	CHRM4 antagonist	M5 ag	M5 antag	CHO-K1 Ca antag	CHRM4 agonist	CHO-K1 Ca PAM	M5 PAM	CHO-K1 Ca ag	CHRM4 PAM
O=C(NNS(=O)(=O)c1ccc(F)cc1)C1CCN(S(=O)(=O)c2ccccc2)CC1	7	0	1	0	1	-2	7	0.6	-4
CC(C)(C)C(=O)Nc1cccc(-c2nnc(-c3cccc(NC(=O)C(C)(C)C)c3)o2)c1	14	0	3	-5	4	18	-8	2.4	7
COc1ccc(NC(=O)Nc2cccc3c2O[C@H](CN(C)C(=O)Nc2ccccc2)[C@@H](C)CN([C@H](C)CO)C3=O)cc1	10	1	11	-8	5	1	-9	0.2	-6
Cn1c(N)c(C(=O)CSc2nnc(C3CC3)n2Cc2ccccc2)c(=O)[nH]c1=O	1	-3	8	-12	0	2	-2	0.5	3
Cc1cccc(OCCn2ccnc2)c1	8	-18	6	-14	2	14	2	0.7	0
CSCCC(NS(=O)(=O)c1ccc(Br)cc1)C(=O)OCC(=O)NC1CC1 (configuration not stated)	-6	1	4	-8	2	18	2	2.4	5
COc1ccc2c(CC(=O)NC(Cc3ccc(Cl)cc3)C(=O)O)cc(=O)oc2c1C (configuration not stated)	1	0	6	-14	0	10	0	1.6	-2
CC(C)/C=C/C(=O)N1CCC(N2CCC(C(=O)NCC3CCCO3)CC2)CC1 (configuration not stated)	-4	0	-5	-6	0	-4	2	-0.2	6
O=C(OC12CC3CC(CC(C3)C1)C2)c1ccc(NCc2cc(O)ccc2O)cc1	13	19	2	3	9	-1	22*	0.5	16*
Cc1cccc(S(=O)(=O)Nc2ccc(-n3c(C)nc4ccccc4c3=O)cc2)c1	-9	1	14	-8	12	5	-18	4.8	0
CCn1cc(CCC(=O)NC2CCCC2)c2ccccc21	1	-4	-3	1	0	10	3	1.6	0
CC(C)NC(=O)c1ccccc1-c1nc(-c2ccccc2Cl)no1	11	-2	-2	-13	8	10	-5	2.4	4
Cn1[nH]c(=O)c2ccccc2c1=O	3	1	2	-14	2	21	2	0.5	4
O=C(Cn1c(=O)oc2ccccc21)Nc1nc(-c2ccc(Br)cc2)cs1	-2	-1	3	15	1	-5	-2	-0.1	5
CCn1c(/C=C\c2ccccc2C)nc2ccccc2c1=O	-5	-2	4	-6	3	17	-7	2.5	-8
O=S(=O)(c1ccc2c(c1)CCC2)N1CCNCC1	-8	0	7	-8	1	5	-2	0.6	6
COc1ccccc1OCC(=O)Nc1ccc(N2CCOCC2)cc1N1CCOCC1	-9	2	7	-17	3	8	2	2.1	3
COCCCNS(=O)(=O)c1ccccc1	0	2	-5	-36	-1	10	-2	-0.1	0
CCOC(=O)N1CCN(CCC(=O)Nc2ccc(OC)cc2OC)CC1	5	2	4	-13	1	13	-2	-0.2	1
COC(=O)c1ccc(CSc2nnc(NC(=O)C3CC(=O)N(Cc4ccc(C)cc4)C3)s2)cc1 (configuration not stated)	5	1	-3	-4	6	0	8	1.4	7
Cc1c(N=Cc2cccnc2)c(=O)n(-c2ccccc2)n1C	-3	-1	1	-15	0	22	-1	0.6	5
CN(CC1COc2ccccc2O1)C(=S)Nc1ccccc1 (configuration not stated)	-1	-6	-6	-1	2	13	6	1.2	-3
Fc1cccc(F)c1CN1CCN(c2ncccn2)CC1	1	-1	-13	-17	1	30	1	4.0	1
N/C(=N\OC(=O)c1cccc(Br)c1)c1ccccc1	6	2	1	15	0	-15	-5	0.0	-3
COC(=O)c1sc(S(=O)(=O)N2CC(C)OC(C)C2)c(C(=O)OC)c1C (configuration not stated)	-2	-6	0	-6	1	27	3	0.7	7
Cc1cccc(CN2CCN(CC(C)C)C(CCO)C2)n1 (configuration not stated)	15	-4	6	-7	0	15	3	0.6	0
Cc1ccc(N2C(=NC(=O)c3ccccc3)SC3CS(=O)(=O)CC32)cc1 (configuration not stated)	7	-3	8	-7	1	10	0	1.8	6
CCOc1ccc(-n2c(C)cc(/C=N/Nc3nc(C)cc(=O)[nH]3)c2C)cc1	-4	-2	7	-21	0	15	-2	-0.2	11
COc1ccc(CNC(=O)CSc2nnc(C(F)(F)F)n2C)cc1	-9	0	-5	-11	1	11	0	0.6	9
O=C(Nc1ccccc1N1CCN(C(=O)c2ccc(Cl)cc2)CC1)c1cc2ccccc2o1	10	-5	6	-1	5	-6	-17	0.2	-6
CCOc1ccc(C(=O)NCC(=O)NNC(=O)CN(C)S(=O)(=O)c2ccc(Cl)cc2)cc1OCC	3	-2	9	-13	0	14	2	0.0	8
CCn1cc(CN2CCC(C(=O)Nc3ccc(Oc4ccccc4F)cc3)CC2)c(C)n1	-4	-6	-2	-9	6	11	-4	3.4	-5
Cc1ccccc1N1CCN(C2CCCN(C(=O)c3ccccn3)C2)CC1 (configuration not stated)	-1	-6	-11	-2	0	4	-1	1.3	-4
CCc1ccc2n(-c3ccc(OC)cc3)c([S-])c(C(=O)Nc3cc(C)cc(C)c3)[n+]2c1	4	3	1	-11	0	14	1	0.7	-6
O=c1ccc(/C=C/c2ccccc2)nn1Cc1ccc(Cl)cc1Cl	-5	-3	15	-3	0	-7	-1	-0.3	7
Cn1cc(/C=C(\NC(=O)c2ccccc2)C(=O)NCCCN2CCOCC2)c2ccccc21	3	-7	23	-4	1	-5	-8	-0.1	-1
Cc1cc(C)cc(NC(=O)CN2C(=O)COc3ccc(S(=O)(=O)N4CCCC4)cc32)c1	4	-4	8	-16	0	-8	2	-0.8	-1
Oc1ccc(Cl)cc1CNc1nccs1	-11	-6	-13	-8	1	7	3	0.2	3
CC1(C)CC(=O)C(CO)=C(c2cccc3ccccc23)C1=O	4	3	-2	-20	2	21	6	1.3	4
Cc1cccn2c(=O)c3cc(C#N)c(=NC(=O)c4cccs4)n(CCCOC(C)C)c3nc12	2	1	4	3	0	-9	-1	0.2	0
CCOC(=O)CCC(NC(=O)c1ccccc1C(=O)NC(CCC(=O)OCC)C(=O)OCC)C(=O)OCC (configuration not stated)	-5	-2	1	0	1	4	4	0.3	-5
COCc1cc(=O)[nH]c(Sc2c(-c3ccccc3)c3ccc(Cl)cc3[nH]c2=O)n1	-4	-2	-8	-20	1	1	0	1.4	9
CCC(=NCCc1ccccc1)C1=C(O)CCC1=O	-3	-3	-6	-22	1	19	4	0.5	5
CCOc1ccccc1N(C(=O)Nc1ccc(Cl)cc1)C1=NCCS1	5	0	7	4	7	17	-2	3.7	-3
CCc1nc2c(sc3nc4c(cc32)COC(C)(C)C4)c(=O)n1Cc1ccccc1	3	2	4	-3	1	-1	-2	0.5	-6
COC(=O)[C@@H](NC(=O)NCCC1=CCCCC1)C(C)C	-1	2	-3	-12	1	11	6	0.0	-8
COc1cc(NC(=O)CCCNC(=O)c2ccc(Cl)cc2)cc(OC)c1	-7	-5	-1	3	1	10	3	1.3	1
COc1ccccc1CNC(=O)Cc1ccccc1	2	-4	2	9	0	4	3	0.0	0
COC(=O)[C@]12CCCCC=C1N(Cc1ccc(Cl)cc1Cl)C(=O)[C@H](CC(=O)NCCCCc1ccccc1)C2	-16	2	-11	-8	1	15	3	1.9	4
O=S(=O)(c1cccc2nsnc12)N1CCN(c2ccc(F)cc2)CC1	7	0	4	16	0	-15	1	-0.1	4
The list continues.
SMILES	CHRM4 antagonist	M5 ag	M5 antag	CHO-K1 Ca antag	CHRM4 agonist	CHO-K1 Ca PAM	M5 PAM	CHO-K1 Ca ag	CHRM4 PAM
CCC(=O)N1CCC1(C)C(=O)Nc1cnc2ccccc2c1 (configuration not stated)	-33	-1	-6	-13	2	-2	-4	0.4	10
CCCCOC(=O)Nc1ccc(C(=O)OC)cc1	-5	-3	-8	-4	0	10	0	0.9	18
O=C(COc1ccccc1C(=O)Nc1ccccc1)NCCc1ccccc1	-2	1	9	-8	3	5	-7	1.5	-9
COCCCNC(=O)c1cc(C(=O)Cc2ccccc2)c[nH]1	1	2	8	-20	1	20	0	1.6	3
COc1ccc(C(=O)Oc2ccc[nH]c2=O)cc1	7	-1	0	17	3	2	5	-0.3	-4
c1ccc(-c2nn3c(C4CCCCC4)nnc3s2)nc1	-3	-6	6	-2	0	14	0	0.5	-1
CC(C)c1ccc(NC(=O)CCCN2C(=S)NC(C)(C)CC2C)cc1 (configuration not stated)	-1	-3	12	1	1	-10	2	-0.5	-8
COc1ccc(C(=O)C2CCCN(Cc3cn(C)nc3-c3ccccc3)C2)cc1F (configuration not stated)	40*	-2	5	2	82*	8	-6	0.1	-24
COc1ccc(-c2nn(C)c(=O)c3ccccc23)cc1CNC(=O)c1ccco1	18	-6	2	-12	2	16	1	0.4	-12
Cc1c(-n2c(-c3ccccc3Cl)n[nH]c2=S)c(=O)n(-c2ccccc2)n1C	9	-1	0	1	1	-17	3	-0.3	3
Cc1ccc(N(Cc2ccc(C(=O)Nc3c(C)n(C)n(-c4ccccc4)c3=O)cc2)S(C)(=O)=O)cc1C	-12	-3	-5	-11	3	22	-2	1.7	8
C=CCn1c(SCC(=O)c2[nH]c(C)c(C(=O)OCC)c2C)nc2scc(-c3ccc(OC)cc3)c2c1=O	3	-3	-3	-10	1	26	1	0.6	-1
CCOC(=O)C1CC(=O)c2cc(OC)c(OC)cc2C1 (configuration not stated)	4	-4	17	23	1	-5	-6	0.2	-5
